Compound activity as filed in PubChem BioAssay.
p53 reactivation – qHTS assay for re-activators of p53 using a Luc reporter; H1299 p53-A138V BP100-luciferase reporter, luminescence, 24 h; AID 504706, 2011; 320,000 compounds, 0.063% hits; Potency, µM (titrated, usually from 92.2 µM), inactives show at the top dose activity change, positive = activation, hits mostly activators; note: % of control where 0% means no effect; nearly all actives have a fitted effect of over 45% in size
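H1299 (p53-null), stable ts p53-A138V + BP100-Luc; 1000 cells/well, Opti-MEM/10% FBS; cpd 4 pt, 1:5; 24 h, 37 deg C, 5% CO2; detection reagent 10 min RT; luminescence.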
MLL CXXC-DNA inh – qHTS Fluorescence Polarization Assay for Inhibitors of MLL CXXC domain - DNA interaction | Histone-lysine N-methyltransferase 2A (Homo sapiens), Q03164 | MLL-CXXC / FITC-HOXA9 DNA fluorescence polarization | Potency, µM (top dose mostly 115 µM), without a hit: at the highest dose activity change, negative = inhibition, actives largely listed as inhibitors | 290,000 compounds, 0.037% hits | AID 2662, 2010; active = well fitted inhibition curve with a large enough effect in the polarisation, with a control signal flat, not every such curve was filed as active; inconclusive = small, poorly fitted or top-dose-only effect, or effect the other way, or a change in a side signal; inactive = no such curve, though single readings can be large or run the other way; the % refers to the polarisation
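Steps: dispense CXXC domain solution (7 uM) → pin compounds or unlabeled HOX-A9 DNA control → 5 min ambient → add FLSN-HOX-A9 solution (50 nM) → spin → 30 min ambient → fluorescence polarization. Tris pH 7.5/NaCl/DTT/BSA buffer.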
uPA surface inh – qHTS for Inhibitors of Cell Surface uPA Generation | cell surface uPA generation assay, qHTS | Potency, µM (series often up to 38.3 µM), without a hit: at the highest dose activity change, negative = inhibition, most hits filed as inhibitors | 330,000 compounds, 0.31% hits; active = well fitted inhibition curve with a large enough effect; inconclusive = small, poorly fitted or top-dose-only effect; inactive = no such curve, though single readings can be large or run the other way; tested in mouse RAW 264.7 cells; note: % is set by controls: 0 for no effect and ±100 for the full control effect; nearly all actives have a fitted effect of over 55% in size
ELG1 genotox – qHTS screen for small molecules that induce genotoxicity in human embryonic kidney (HEK293T) cells expressing luciferase-tagged ELG1. HEK293T ELG1-luciferase reporter, luminescence, 16 h. Potency, µM (top dose mostly 46 µM), inactives show top-dose activity change, positive = activation, hits mostly activators. 330,000 compounds, 1.3% hits. AID 504466, 2011; note: % of control where 0% means no effect; nearly all actives have a fitted effect of over 60% in size
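Step 1: seed 2,000 HEK293T ELG1-luciferase cells per well. Step 2: add compound or DMSO, incubate 16 hr at 37 °C. Step 3: ONE-Glo, 30 min at room temperature, read luminescence.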
BRCA1 expr up – qHTS Assay to Identify Small Molecule Activators of BRCA1 Expression; 380,000 compounds, 1.1% hits; MCF7-BRCA1-FFLuc reporter, luminescence, 48 h; response scale: scaled: vehicle 0%, 10 µM genistein 100%; Potency, µM (highest dose often 46.1 µM), inactives show at the highest dose activation, hits mostly activators; AID 624202, 2012; note: nearly all actives have a fitted effect of over 80% in size; some results filed as inactive show a strong effect at the top dose
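Compounds are tested at multiple concentrations on MCF7 BRCA1-luciferase reporter cells seeded at 2000 per well; after 48 h, a single luminescence end-point is taken and curves fitted to the normalized data.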
MBNL1 CUG block – qHTS Assay for Inhibitors of MBNL1-poly(CUG) RNA binding | Muscleblind-like protein 1 (Homo sapiens), Q9NR56 | TR-FRET MBNL1-His/biotin-(CUG)12 binding, 665/545 ratio | Potency, µM (titrated, usually from 57.5 µM), for the others: at the top dose activity change, negative = inhibition, actives largely listed as inhibitors | 280,000 compounds, 0.036% hits; active = well fitted inhibition curve with a large enough effect in the signal ratio, with a control signal flat, not every such curve was filed as active; inconclusive = small, poorly fitted or top-dose-only effect, or effect the other way, or a change in a side signal; inactive = no such curve, though single readings can be large or run the other way; the % refers to the signal ratio; note: % is set by controls: 0 for no effect and ±100 for the full control effect
Target sequence (Q9NR56 whole entry, looked up): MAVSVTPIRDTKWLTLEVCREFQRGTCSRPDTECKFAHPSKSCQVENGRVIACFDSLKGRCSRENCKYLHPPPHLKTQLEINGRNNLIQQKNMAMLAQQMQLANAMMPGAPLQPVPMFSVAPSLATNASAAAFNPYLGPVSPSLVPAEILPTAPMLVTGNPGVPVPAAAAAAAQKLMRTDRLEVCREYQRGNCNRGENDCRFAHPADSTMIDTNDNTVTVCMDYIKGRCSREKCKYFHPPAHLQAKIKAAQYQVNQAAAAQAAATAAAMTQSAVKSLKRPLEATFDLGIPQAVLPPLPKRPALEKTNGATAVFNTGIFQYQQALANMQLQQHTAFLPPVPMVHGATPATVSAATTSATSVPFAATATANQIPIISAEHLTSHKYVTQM
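TR-FRET between His-tagged MBNL1 and biotin-(CUG)12 RNA, detected with Tb anti-His antibody (0.055 ng/ul) and streptavidin-XL665 (5 nM), 60 min at room temperature. Compounds titrated 92 nM to 58 uM; 665/545 nm ratio normalized to buffer and complex controls.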
RORg inh – qHTS for inhibitors of ROR gamma transcriptional activity. Nuclear receptor ROR-gamma (Mus musculus), P51450. Drosophila S2 Gal4-RORgamma UAS-luciferase reporter, 20 h. 310,000 compounds, 5.4% hits. Potency, µM (highest dose often 53.6 µM), for the others: at the highest dose activity change, negative = inhibition, most hits filed as inhibitors; note: % is set by controls: 0 for no effect and ±100 for the full control effect; nearly all actives have a fitted effect of over 60% in size
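Using a luciferase readout, inhibitors were identified by reduced reporter activity in Drosophila cells coexpressing a copper-inducible Gal4–ROR gamma fusion and UAS-driven Photinus luciferase, incubated 20 hr after 700 uM copper sulfate.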
FLuc counter – qHTS profiling assay for firefly luciferase inhibitor/activator using purifed enzyme and Km concentrations of substrates (counterscreen for miR-21 project); Potency, µM (top dose mostly 57.5 µM), for the others: at the highest dose activity change, negative = inhibition, actives largely listed as inhibitors; AID 588342, 2011; purified FLuc, Km substrates, luminescence inhibition; 360,000 compounds, 6.9% hits; Luciferin 4-monooxygenase (Photinus pyralis), P08659;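 note: plate controls were vehicle for no effect and reference inhibitor for full effect; nearly all actives have a fitted effect of over 55% in size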
Target sequence (P08659 whole entry, looked up): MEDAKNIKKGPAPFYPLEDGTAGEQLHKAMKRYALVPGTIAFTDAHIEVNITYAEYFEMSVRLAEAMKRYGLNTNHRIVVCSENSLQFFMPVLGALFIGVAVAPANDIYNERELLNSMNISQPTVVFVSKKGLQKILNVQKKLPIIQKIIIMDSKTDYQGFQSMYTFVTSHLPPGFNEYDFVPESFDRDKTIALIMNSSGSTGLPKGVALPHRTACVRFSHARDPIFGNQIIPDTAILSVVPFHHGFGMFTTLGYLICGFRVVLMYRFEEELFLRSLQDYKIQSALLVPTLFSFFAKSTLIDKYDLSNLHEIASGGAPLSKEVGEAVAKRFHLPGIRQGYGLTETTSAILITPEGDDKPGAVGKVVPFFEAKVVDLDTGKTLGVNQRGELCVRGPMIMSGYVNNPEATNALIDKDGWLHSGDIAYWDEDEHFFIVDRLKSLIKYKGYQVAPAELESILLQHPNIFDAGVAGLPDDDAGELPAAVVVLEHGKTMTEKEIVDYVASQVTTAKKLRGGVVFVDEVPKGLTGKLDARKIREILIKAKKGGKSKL
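Biochemical qHTS of compounds, final roughly 60 µM downward over six points, against 10 nM purified firefly luciferase using Km concentrations of substrates (10 uM D-luciferin, 10 uM ATP) in Tris acetate pH 7.5 buffer; luminescence output.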
Rab9 promoter act – qHTS Assay for Rab9 Promoter Activators | Huh7 Rab9 promoter-luciferase reporter, luminescence, 24 h | Potency, µM (doses to about 9.22 µM), for inactives: top-dose activation, negative = inhibition, usual class: activators | 320,000 compounds, 2.8% hits | AID 485297, 2010; note: % of control where 0% means no effect; nearly all actives have a fitted effect of over 60% in size
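Stable Rab9-luc Huh7, 1500 cells/well, 2 h settle; cmpd in DMSO, 24 h, 37 °C/5% CO2; luciferase reagent 10 min RT; luminescence.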
NPC1 promoter act – qHTS Assay for NPC1 Promoter Activators; 320,000 compounds, 2.4% hits; Potency, µM (titrated, usually from 9.22 µM), for the others: at the top dose activation, actives largely listed as activators; Huh7 NPC1 promoter luciferase reporter, 24 h;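 note: % of control where 0% means no effect; nearly all actives have a fitted effect of over 60% in size; reporter is driven by a mutant NPC1 promoter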
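Readout is luciferase luminescence, reflecting NPC1 promoter activation in stably transfected Huh7 cells after 24 h compound exposure at 37 °C in reduced-serum medium with 10% FBS.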
Gal4-VP16 FLuc – VP16 counterscreen qHTS for inhibitors of ROR gamma transcriptional activity; Potency, µM (titrated, usually from 53.6 µM), for the others: at the top dose activity, negative = inhibition, most hits filed as inhibitors; AID 2546, 2010; Drosophila S2 Gal4-VP16 UAS-luciferase, luminescence, 20 h; 310,000 compounds, 3.5% hits;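 note: Gal4-VP16 expression switched on by copper sulfate through the metallothionein promoter; % is set by controls: 0 for no effect and ±100 for the full control effect; nearly all actives have a fitted effect of over 50% in size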
* marks the source's active call; other numbers are inactive results; ? = inconclusive; . = no result given; [ ] = another dose, or the depositor's remark. Unless noted, calls come from the whole dose curve; as a rule, active = well fitted curve in the direction sought with a large enough effect; inconclusive = small, poorly fitted or top-dose-only effect, or another doubt; inactive = no such curve, though single readings can be large; an effect the other way counts as inactive or inconclusive. Potency is the fitted concentration of half-maximal effect. A portion of the library; the hit share may differ from the screen's.

SMILES	p53 reactivation	MLL CXXC-DNA inh	uPA surface inh	ELG1 genotox	BRCA1 expr up	MBNL1 CUG block	RORg inh	FLuc counter	Rab9 promoter act	NPC1 promoter act	Gal4-VP16 FLuc
COCCNC(=O)CSC1=N/C(=C/c2ccc(Cl)c(Cl)c2)C(=O)N1c1ccccc1F	0%	3%	-6%	4%	-35%	25%	12%	0%	0%	0%	?
O=C(Cc1cccc(NC(=O)C2CCN(C(=O)CCc3ccccc3)CC2)c1)Nc1cccc(C(=O)N2CCCC2)c1	-6%	.	4%	0%	0%	.	.	-4%	-10%	0%	.
O=C1Nc2c(c(=O)[nH]c(=O)n2Cc2ccccc2)C1(NS(=O)(=O)c1ccccc1)C(F)(F)F (configuration not stated)	1%	-3%	4%	1%	-6%	-1%	13%	6%	-5%	-7%	-5%
O=P(c1ccc2c(c1)OCCO2)(N1CCOCC1)N1CCOCC1	-1%	-2%	-3%	4%	-23%	-3%	1%	0%	9%	7%	-5%
Brc1ccccc1OCCCn1cnc2ccccc21	?	6%	-6%	5.8µM*	11µM*	4%	-19%	2.4µM*	4µM*	3.2µM*	?
COc1ccc(CNC(=O)CN(C)Cc2ccc(C(C)(C)C)cc2)cc1	3%	-19%	7%	-6%	-36%	0%	13%	1%	-3%	1%	-19%
COc1ccc(C2CC(=O)C3=C(C2)Nc2ccccc2N(C(=O)CCC(=O)O)C3c2ccc(F)cc2)cc1 (configuration not stated)	6%	-9%	-10%	0%	0%	.	-8%	1%	-4%	0%	-3%
CCc1c(O)nc(SCC(=O)Nc2cc(C)on2)n(-c2ccccc2)c1=O	9%	9%	-2%	-2%	-14%	1%	-4%	3%	12%	-1%	-2%
Nc1nnc(SCCN2C(=O)c3ccccc3S2(=O)=O)s1	13%	1%	2%	0%	-10%	-2%	-21%	3%	-6%	-1%	-2%
Cc1cc(=O)n2[nH]c(C(=O)O)nc2n1	-17%	-3%	0%	-2%	14%	-11%	-16%	-1%	-4%	-3%	-2%
Cc1cccc(OCc2nc3ccccc3n2C)c1	.	-2%	-16%	?	?	-5%	?	24µM*	?	?	?
O=C(N=C1SCC(=O)N1c1ccccc1)c1ccco1	?	6%	1%	17%	?	-1%	29%	-1%	?	?	2%
CN1C(=O)CC(N2CCC(C(N)=O)(N3CCCCC3)CC2)C1=O (configuration not stated)	?	8%	3%	-6%	2%	-5%	-30%	-1%	-2%	-4%	4%
COCCNC(=S)Nc1ccc(S(=O)(=O)Nc2ncccn2)cc1	15%	6%	1%	0%	-12%	0%	-3%	1%	-1%	-2%	6%
CCN(CC)C(=O)C1CCCN(Cc2nc(-c3cccs3)no2)C1 (configuration not stated)	2%	2%	4%	0%	-3%	-1%	37%	4%	8%	-6%	-9%
CCCCN(C(=O)c1ccco1)C1CCS(=O)(=O)C1 (configuration not stated)	2%	.	5%	-3%	8%	.	.	3%	1%	-2%	.
O=c1oc2ccccc2c(NC2CCCCC2)c1NS(=O)(=O)c1ccc(Br)cc1	-6%	9%	-5%	-3%	-42%	-3%	-15%	1%	-3%	0%	-18%
Cn1cc([C@@H]2C[C@H]3CN(Cc4cccc(Cl)c4)C(=O)[C@]34CCCN24)c(-c2ccccc2)n1	1%	7%	6%	-1%	-27%	4%	?	0%	-8%	-12%	4µM*
C=CCn1c(C)cc(C2=NNC(=Nc3ccc(C)cc3)SC2)c1C	5%	-1%	3%	6%	-1%	9%	39%	?	?	?	4%
O=[n+]1c2c(n([O-])c3ccccc31)CCC2	.	0%	1%	.	-6%	?	-12%	2%	.	.	21%
COc1cccc(C(=O)OCC(=O)c2c[nH]c3ccccc23)c1OC	?	.	-4%	15%	?	.	.	9.5µM*	?	19%	.
Cc1[nH]c2ccccc2c1N=Nc1cc(C(=O)O)cc(C(=O)O)c1	3%	-4%	3%	-5%	-27%	?	21%	-1%	17%	-2%	2%[10 µM]
Cc1noc(C)c1S(=O)(=O)N1CCC(C(=O)NCCc2ccc(S(N)(=O)=O)cc2)CC1	0%	19%	-7%	0%	2%	1%	-20%	6%	-2%	1%	1%
CCOC(=O)C1=C(C)N=c2s/c(=C\c3ccc(OC(C)=O)c(OCC)c3)c(=O)n2C1/C=C/c1ccccc1 (configuration not stated)	-2%	16%	-1%	-3%	-22%	1%	4%	10%	-4%	-2%	3%
O=C(CSc1nccc(=O)[nH]1)NC1CCCc2ccccc21 (configuration not stated)	1%	1%	3%	-1%	-4%	-3%	15%	0%	0%	0%	3%
SMILES	p53 reactivation	MLL CXXC-DNA inh	uPA surface inh	ELG1 genotox	BRCA1 expr up	MBNL1 CUG block	RORg inh	FLuc counter	Rab9 promoter act	NPC1 promoter act	Gal4-VP16 FLuc
COc1ccccc1N/C(N)=N/c1nc(CSc2nc3ccccc3s2)cc(=O)[nH]1	25%	3%	.	10%	.	10%	?	-2%	-1%	-1%	-4%
O=C(N/N=C/c1ccc(O)cc1)c1ccc(COc2cc(Cl)ccc2Cl)o1	-3%	21%	-8%	5%	-47%	-2%	35%	?	16%	6%	-7%
CC[C@@H](C)C(N)c1cn([C@@H](CCC(=O)O)C(=O)N2CCNCC2)nn1 (some centres not stated)	2%	-3%	9%	-1%	8%	-9%	2%	0%	-3%	6%	-5%
Cc1[nH]c2ccccc2c1C(=O)CN1C(=O)NC(C)(c2ccc(Cl)cc2Cl)C1=O (configuration not stated)	-10%	22%	-5%	0%	-67%	0%	13%	8%	-4%	2%	-13%
CCOC(=O)CNC(=O)CSc1ccc2nnc(-c3ccc(F)cc3)n2n1	0%	-10%	8%	2%	1%	?	-20%	-2%	-2%	-3%	-1%
Cc1cc(C)c(C(=O)COC(=O)c2cc([N+](=O)[O-])ccc2NCCO)cc1C	-4%	5%	1%	1%	-34%	10%	9%	3%	-3%	-3%	-13%
Cc1ccc(C)c(CN2C(=O)NC3(CCCCCC3)C2=O)c1	-4%	31%[activator]	.	-4%	0%	2%	4%	-2%	-7%	-3%	6%
O=C(COC(=O)c1ccc(Br)o1)NCc1cccs1	-1%	29%	0%	1%	1%	5%	24%	-2%	13%	1%	2%
O=C(NCc1ccc(F)cc1)C1CCN(S(=O)(=O)c2cccnc2)CC1	10%	0%	-1%	0%	0%	-5%	17%	1%	-1%	-2%	-2%
O=C(O)CC(C(=O)O)N1C(=O)/C(=C/C=C/c2ccco2)SC1=S (configuration not stated)	1%	15%	0%	-1%	0%	?	-25%	12µM*	0%	-1%	-5%
Fc1ccccc1Nc1nc2ccccc2o1	.	9%	-5%	2.1µM*	?	5%	?	1.5µM*	0.4µM*	0.71µM*	?
CCc1ccc(CNC(=O)CCn2ccc3cc(S(=O)(=O)N4CCCC4)ccc32)cc1	-8%	3%	3%	-8%	-11%	-2%	40%	-2%	-1%	0%	-3%
COc1ccccc1CCC(=O)N(C)CC(=O)Nc1ccc(Cl)c(C(F)(F)F)c1	-12%	0%	-4%	-14%	-31%	-2%	28%	3%	4%	-5%	3%
O=[N+]([O-])c1cc(NCCO)c(N2CCCCCC2)c2nonc12	3%	-11%	5%	-3%	2%	?	9%	-2%	-1%	-2%	2%
Cc1ccsc1CNC1C2CC3CC(C2)CC1C3 (configuration not stated)	-5%	2%	-3%	-2%	-3%	1%	9%	0%	-3%	1%	-3%
CCOC(=O)C1=C(N)OC2=C(C(=O)CCC2)C1c1ccccc1OCC (configuration not stated)	-2%	-11%	0%	2%	-1%[1.84 µM]	1%	1%	3%	-3%	-2%	-4%
Cc1nc(C)c(-c2ccc(SCc3ccccc3F)nn2)s1	?	1%	-13%	?	?	20%	28%	11µM*	?	?	-2%
CCOc1ccc(NC(=O)C2CC(=O)N(Cc3ccco3)C2)cc1 (configuration not stated)	0%	.	5%	5%	7%	.	.	-1%	-2%	-2%	.
CCCn1nc(NC(=O)c2cccs2)c2cc3ccc(C)cc3nc21	-1%	-1%	6%	-9%	-5%	.	-20%	?	-1%	-2%	1%
